High-throughput results: PubChem BioAssay, several laboratories
MazEF act – activators of E. coli MazEF toxin-antitoxin RNase, primary screen, biochemical, fluorescence, uHTS; FAM/BHQ RNA-DNA oligo cleavage fluorescence, 5 h; actives 0.32% (n = 350,000); activation, % at 20 µM; Endoribonuclease toxin MazF (Escherichia coli (strain K12)), P0AE70; in the data active = activation above about 50%
Target sequence (P0AE70 whole entry, looked up): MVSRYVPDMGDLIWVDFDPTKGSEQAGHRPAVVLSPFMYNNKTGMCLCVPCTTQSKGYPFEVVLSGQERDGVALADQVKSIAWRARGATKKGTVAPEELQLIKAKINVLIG
Mtb BioA inh – M. tuberculosis BioA enzyme inhibitors, primary screen, biochemical, plate reader, single point, HTS | 7,8-diaminopelargonic acid synthase BioA (Mycobacterium tuberculosis) | purified M. tuberculosis BioA enzyme | inhibition, % at 9.99 µM | actives 0.096% (n = 360,000); in the data active = inhibition above about 40%; inconclusive = no clear call, values can overlap the other calls
Rv3671c inh – Rv3671c serine protease inhibitors, primary screen, biochemical, fluorescence polarization, M. tuberculosis H37Rv. P9WHR9. AID 2606, 2010. actives 0.048% (n = 320,000). inhibition, % at 5.96 µM; in the data active = inhibition above about 38%;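 also: extracellular domain of Rv3671c used as enzyme; 0% = enzyme with DMSO and 100% = no enzyme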
UGM FP inh – M. tuberculosis UGM enzyme inhibitors, primary screen, biochemical, fluorescence polarization, single point; UDP-galactopyranose mutase (Mycobacterium tuberculosis (strain ATCC 25618 / H37Rv)), …; purified UGM, fluorescence polarization probe displacement; inhibition, % at 10 µM; actives 0.06% (n = 320,000); AID 504406, 2011; in the data active = inhibition above about 10%, passing the limit was not always enough; inconclusive = no clear call, values can overlap the other calls
Target sequence (P9WIQ1 whole entry, looked up): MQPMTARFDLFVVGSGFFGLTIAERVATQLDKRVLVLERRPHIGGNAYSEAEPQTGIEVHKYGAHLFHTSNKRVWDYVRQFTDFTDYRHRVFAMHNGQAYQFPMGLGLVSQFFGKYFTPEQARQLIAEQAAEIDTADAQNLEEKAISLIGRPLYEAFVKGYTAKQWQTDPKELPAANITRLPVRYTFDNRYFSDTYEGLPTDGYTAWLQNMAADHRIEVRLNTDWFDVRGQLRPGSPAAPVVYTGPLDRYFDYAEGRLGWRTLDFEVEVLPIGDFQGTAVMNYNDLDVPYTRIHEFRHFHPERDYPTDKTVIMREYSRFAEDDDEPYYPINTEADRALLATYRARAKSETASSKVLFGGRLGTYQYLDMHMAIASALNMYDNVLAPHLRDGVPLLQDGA
BoNT-F LC inh – BoNT/F light chain protease inhibitors, primary screen, biochemical, flow cytometry, MLPCN library. Botulinum neurotoxin type F light chain protease (Clostridium botulinum). Multiplex microsphere protease cleavage assay. inhibition, % at 10 µM. actives 0.22% (n = 360,000). AID 588497, 2011; in the data active = inhibition above about 35%, passing the limit was not always enough; inconclusive = no clear call, values can overlap the other calls; also: plate controls were buffer without enzyme for full effect and enzyme alone for no effect
FBA Mtb inh – Mtb FBA enzyme inhibitors, primary screen, biochemical, fluorescence, strain H37Rv; Fructose-bisphosphate aldolase (Mycobacterium tuberculosis (strain ATCC 25618 / H37Rv)), …; purified M. tuberculosis FBA, fluorescence read-out; inhibition, % at 1 µM; actives 2.3% (n = 360,000); AID 588726, 2011; in the data active = inhibition above about 27%;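 also: 0% = vehicle and 100% = reference inhibitor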
Target sequence (P9WQA3 whole entry, looked up): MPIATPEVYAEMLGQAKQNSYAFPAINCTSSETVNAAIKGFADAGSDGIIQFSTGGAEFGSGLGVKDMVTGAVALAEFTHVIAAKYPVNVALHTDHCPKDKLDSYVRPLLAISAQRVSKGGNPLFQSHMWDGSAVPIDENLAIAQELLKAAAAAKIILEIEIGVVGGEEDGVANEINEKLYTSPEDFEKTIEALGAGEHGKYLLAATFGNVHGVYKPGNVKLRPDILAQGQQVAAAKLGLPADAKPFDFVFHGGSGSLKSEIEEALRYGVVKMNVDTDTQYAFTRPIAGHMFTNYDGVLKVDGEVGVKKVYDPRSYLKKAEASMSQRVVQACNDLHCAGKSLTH
GDH-TPI counter – GDH-TPI coupling enzyme inhibitors, primary screen, artefact control for M. tuberculosis FBA inhibitor project, biochemical, absorbance, full deck. GDH-TPI coupled enzyme counterscreen, NADH absorbance. inhibition, % at 4.8 µM. actives 1.2% (n = 360,000). AID 588335, 2011; in the data active = inhibition above about 30%;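 also: 0% = DMSO wells and 100% = wells lacking the enzyme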
FadD28 binding – inhibitors of FadD28 bisubstrate probe binding, primary screen, biochemical, fluorescence polarization, single point. Mycobacterium tuberculosis FadD28 fatty-acid-AMP ligase. inhibition, % at 12.5 µM. actives 0.22% (n = 360,000). AID 588549, 2011; in the data active = inhibition above about 8.5%, passing the limit was not always enough; inconclusive = no clear call, values can overlap the other calls
PrPC TRFRET – inhibitors of human cell surface prion protein PrPC, primary screen, cell-based, TR-FRET | inhibition, % at 13.8 µM | TR-FRET read-out | AID 720596, 2013 | actives 0.43% (n = 370,000) | Major prion protein (Homo sapiens), P04156; in the data active = inhibition above about 24%; also: 0% = median of the test wells and 100% = reference compound wells
Numbers without * were called inactive; ? = inconclusive; . = no result given. Rows were taken by chance, and some 4.8% of all compounds hit somewhere here.

The first 10 entries, ahead of the listing:
molecule,MazEF act,Mtb BioA inh,Rv3671c inh,UGM FP inh,BoNT-F LC inh,FBA Mtb inh,GDH-TPI counter,FadD28 binding,PrPC TRFRET
COc1cc2c(cc1OC)CN(S(=O)(=O)c1cccc(F)c1)CC2,7,-1.4,4,-0.4,-5,0,-7,-0.6,-6
CCOC(=O)c1c(C)[nH]c(C)c1C(=O)CSc1ncccn1,3,1.5,-6,3.6,5,4,-4,-0.2,.
C=CCOc1ccccc1CN1CCCN(C)CC1,4,-1.6,6,3.7,?,2,7,-1.3,-13
CCCCCCN1C[C@@H](O)[C@H](n2cc(C3CC3)nn2)C[C@@H]1c1ccc(OC)cc1,5,-0.2,.,.,6,6,-2,-0.5,-4
COc1ccc(OC)c(Nc2nc(-c3cccs3)cs2)c1,-14,7.3,3,-0.2,-12,0,8,0.9,-2
Cc1cccc(NC(=O)c2ccccc2NC(=O)C(C)(C)C)n1,0,0.5,5,2.0,10,-1,16,-3.0,6
Cc1cccc(NC(=O)c2ccc(Cl)c(S(=O)(=O)N3CCCCCC3)c2)n1,1,0.3,-10,-0.7,-7,0,4,-1.6,-6
CCCCCN1C2=NCCN2c2ccccc21,-8,-4.6,0,0.4,-12,1,2,2.0,-4
CNC(=S)N1N=C(c2ccc(C)cc2)CC1c1cc(OC)ccc1OC (stereo not given),-5,.,-5,0.5,1,3,13,-1.3,-1
CC(OC(=O)CCC(=O)c1ccc(F)cc1)C(=O)NC1CCCCC1C (stereo not given),4,-1.8,-7,-0.7,9,0,-8,1.8,5

Main list, from the start:
molecule,MazEF act,Mtb BioA inh,Rv3671c inh,UGM FP inh,BoNT-F LC inh,FBA Mtb inh,GDH-TPI counter,FadD28 binding,PrPC TRFRET
COc1cc2c(cc1OC)CN(S(=O)(=O)c1cccc(F)c1)CC2,7,-1.4,4,-0.4,-5,0,-7,-0.6,-6
CCOC(=O)c1c(C)[nH]c(C)c1C(=O)CSc1ncccn1,3,1.5,-6,3.6,5,4,-4,-0.2,.
C=CCOc1ccccc1CN1CCCN(C)CC1,4,-1.6,6,3.7,?,2,7,-1.3,-13
CCCCCCN1C[C@@H](O)[C@H](n2cc(C3CC3)nn2)C[C@@H]1c1ccc(OC)cc1,5,-0.2,.,.,6,6,-2,-0.5,-4
COc1ccc(OC)c(Nc2nc(-c3cccs3)cs2)c1,-14,7.3,3,-0.2,-12,0,8,0.9,-2
Cc1cccc(NC(=O)c2ccccc2NC(=O)C(C)(C)C)n1,0,0.5,5,2.0,10,-1,16,-3.0,6
Cc1cccc(NC(=O)c2ccc(Cl)c(S(=O)(=O)N3CCCCCC3)c2)n1,1,0.3,-10,-0.7,-7,0,4,-1.6,-6
CCCCCN1C2=NCCN2c2ccccc21,-8,-4.6,0,0.4,-12,1,2,2.0,-4
CNC(=S)N1N=C(c2ccc(C)cc2)CC1c1cc(OC)ccc1OC (stereo not given),-5,.,-5,0.5,1,3,13,-1.3,-1
CC(OC(=O)CCC(=O)c1ccc(F)cc1)C(=O)NC1CCCCC1C (stereo not given),4,-1.8,-7,-0.7,9,0,-8,1.8,5
CCOC(=O)C1CC(=O)c2cc(OC)c(OC)cc2C1 (stereo not given),10,-0.6,2,0.6,-39,17,-4,-2.1,-7
Cc1ccccc1CSc1nn2c(=O)c(C)nnc2s1,10,.,6,1.4,0,3,4,-3.3,0
O=C(CCCn1c(=O)oc2ccccc21)Nc1cccnc1,5,1.8,-1,0.1,-6,-6,4,-0.3,0
Cc1ccc(Cn2nnc3c(=O)[nH]c(C4CCCN(S(=O)(=O)c5ccc(F)cc5)C4)nc32)cc1 (stereo not given),9,-0.8,0,2.5,-5,-8,4,-3.8,0
CC(=O)Nc1ccc(NC(=O)C(Sc2ccccc2)c2ccccc2)cc1 (stereo not given),2,-0.5,5,-0.7,?,-1,2,-3.5,11
O=C(COC(=O)C1(c2ccc(F)cc2)CCCC1)N1CCN(C(=O)c2ccco2)CC1,-4,.,-4,3.6,-7,0,-4,-1.8,-3
CCCCNC(=O)c1ccc(CNS(=O)(=O)c2ccc(Br)cc2)cc1,6,1.0,2,1.7,-1,-1,-8,-3.9,-16
CCNC(=O)NC(=O)C(C)OC(=O)C1CCN(S(=O)(=O)c2ccccc2F)CC1 (stereo not given),5,.,-8,-0.9,3,-2,4,-0.4,-2
O=C(c1ccc(Oc2ccc([N+](=O)[O-])cc2)cc1)N1CCCCCC1,0,5.0,0,-1.3,-1,-1,0,0.9,-14
CC(C)N1CC(O)=C(c2ccccc2)C1=N,-9,-2.6,5,0.9,-7,-1,6,1.2,5
Cc1cc(NC(=O)COC(=O)[C@@H](NS(=O)(=O)c2ccccc2)C(C)C)no1,7,.,-6,0.3,-6,0,-5,-3.0,-4
O=C1OC(c2ccc(O)cc2)(c2ccc(O)cc2)c2ccccc21,3,0.2,-6,-1.5,-30,-1,-10,-8.5,0
O=C(Cn1c(=O)c2cccn2c2ccccc21)NCCCN1CCCCC1,3,0.4,9,1.4,8,-1,3,-0.6,-6
O=C(O)CSc1nc2ccccc2[nH]1,-4,-1.2,-6,0.7,14,1,6,-0.6,3
C/C=C(/C)C(=O)Nc1cccc(C2=NOC3(C2)C[C@H](C(N)=O)N(C(=O)c2ccccc2)C3)c1 (stereo not given in full),5,0.4,7,2.6,-4,3,7,0.6,3
COc1ccc(S(=O)(=O)N(C)C(C)CCc2ccco2)cc1 (stereo not given),-4,-1.5,3,0.8,1,-1,3,.,4
Cc1cc(F)ccc1S(=O)(=O)Nc1ccccc1C(=O)N1CCCC1,-3,-0.6,-2,3.4,7,2,-7,-2.4,-9
O=C1CC(N2CCC(c3nc4ccccc4[nH]3)CC2)C(=O)N1Cc1ccccc1 (stereo not given),-3,3.4,-2,-0.1,-4,-3,-4,-3.2,-9
CCOC(=O)CSC1=N/C(=C\c2cccnc2)C(=O)N1c1ccc(OC)cc1,3,.,7,4.2,-14,0,7,-2.7,1
CCOC(=O)c1c(C)[nH]c(C)c1C(=O)CSc1nnc(-c2ccncc2)n1C,4,0.8,2,-0.4,-7,2,-1,-4.0,-2
O=C(OCC(=O)N1CCc2ccccc2C1)c1ccc(N2CCOCC2)c([N+](=O)[O-])c1,-5,2.5,0,3.1,-11,1,2,-1.3,7
CN(C)c1cccc(-c2csc(N3CCC(C(N)=O)CC3)n2)c1,-5,0.0,12,-1.2,-4,1,-2,-2.2,3
C=CCc1cccc2cc(C(=O)OCC(=O)c3ccccc3)c(=O)oc12,-9,1.1,-6,-2.5,.,4,5,-1.7,0
NC(=O)c1cc(S(=O)(=O)Nc2cccc(F)c2)co1,10,-1.5,-1,-0.5,-5,5,-11,1.3,-1
CSCCC(NC(=O)c1cccc(C)c1)C(=O)OCN1C(=O)c2ccccc2C1=O (stereo not given),-4,.,-1,1.5,?,1,5,-0.9,0
Cc1nc2cc(NC(=O)N(C)c3ccc4ccccc4c3)ccc2o1,7,.,2,-1.0,-13,10,-2,-1.5,-10
N#CCCN(C(=O)COC(=O)c1n[nH]c2ccccc12)c1ccccc1,3,-0.7,6,-0.3,3,8,7,-1.7,-11
CC(=O)Nc1ccc(N(C(=O)CNC(=O)c2cccs2)C(C(=O)NC(C)(C)C)c2ccccc2)cc1 (stereo not given),8,-5.5,-1,-0.6,-2,7,-13,-0.9,3
Cn1nc(C(F)(F)F)c2cc(NC(=O)OCc3ccc(C(C)(C)C)cc3)sc21,3,-0.3,.,.,-4,3,3,1.5,-2
CSc1ncnc2c1ncn2CCCN1CCN(C(=O)C2CC2)CC1,7,-0.4,.,.,-5,4,2,-2.6,-5
CCOC(=O)N1CCN(C(=O)/C(=C/c2cccs2)NC(=O)c2cccs2)CC1,7,0.6,8,-0.3,4,1,14,-3.2,0
CCCC(C(=O)NC1CCCC1)N(C(=O)c1snc(C(N)=O)c1N)c1ccc(F)cc1 (stereo not given),5,-0.2,.,.,-6,11,0,.,-3
CCCCOC(=O)CSc1nnc(N)s1,9,0.0,-3,4.4,-3,0,7,-0.9,1
Cc1cc(OC(=O)c2ccc(S(=O)(=O)N3CCCC3)cc2)c([N+](=O)[O-])c(=O)[nH]1,2,.,-2,0.5,-22,4,12,-2.6,7
O=C(CCc1ccccc1)Nc1ccc2ccccc2n1,5,.,-14,-0.4,0,4,1,-3.6,4
CCOc1ccc(CCN2C(=S)N([C@@H](CC(C)C)CN3CCC[C@@H]3CN3C(=S)NC[C@@H]3Cc3ccc(O)cc3)C[C@@H]2Cc2ccc(O)cc2)cc1,.,-9.6,.,.,-5,2,.,-0.8,-9
O=C(CC1OC(=O)c2ccccc21)Nc1cc(S(=O)(=O)N2CCOCC2)ccc1OCC(F)(F)F (stereo not given),2,-0.2,6,-2.6,10,1,2,-0.1,0
COC(=O)C1=C(c2ccccc2OCc2ccccc2)C[C@@H]2CC[C@H]1N2C(=O)NCc1ccc(N(C)C)cc1,1,-0.8,8,0.9,-3,0,6,-0.4,8
O=C(COC(=O)C1CCN(c2ccc(C(F)(F)F)cn2)CC1)NCc1ccccc1,-3,0.4,1,1.1,?,4,-5,-3.5,5
CC1(C)Cc2ccccc2C(N/N=C/c2ccc(Cl)cc2)=N1,11,.,0,1.3,1,-2,12,-4.4,5
Cc1ccc(NC(=S)N2CCCCCC2)cc1,-2,.,4,-3.9,?,-4,-3,-0.1,9
